TRb SRC2 PPI: inhibitors of human thyroid hormone receptor beta-SRC2 interaction. TRbeta-SRC2 peptide binding, fluorescence polarization; receptor liganded with 1 µM T3. Potency, µM (series often up to 106 µM), inactives show at the top dose activity change, negative = inhibition, actives largely listed as inhibitors. hit rate 0.065% among 280,000. AID 1469;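 note: potency is the fitted concentration of half-maximal effect; plate controls were bound peptide for no effect and peptide without receptor for full effect; nearly all actives have a fitted effect of over 50% in size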
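Binding of a 20-amino-acid Texas Red SRC2 peptide (20 nM) to TRb ligand-binding domain (0.6 uM) with agonist T3 at 1 uM was followed by fluorescence polarization after a 5 hr room-temperature incubation.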
NPSR antag: blocks cAMP signaling of the human neuropeptide S receptor. Q6W5P4. CHO-NPSR cells, cAMP TR-FRET, antagonist mode. Potency, µM (titrated, usually from 38.3 µM), for inactives: top-dose activity change, negative = inhibition, usual class: inhibitors. hit rate 1% among 220,000; note: potency is the fitted concentration of half-maximal effect; % is set by controls: 0 for no effect and ±100 for the full control effect; nearly all actives have a fitted effect of over 50% in size; many of its hits are not listed in these tables
Target sequence (Q6W5P4 whole entry, looked up): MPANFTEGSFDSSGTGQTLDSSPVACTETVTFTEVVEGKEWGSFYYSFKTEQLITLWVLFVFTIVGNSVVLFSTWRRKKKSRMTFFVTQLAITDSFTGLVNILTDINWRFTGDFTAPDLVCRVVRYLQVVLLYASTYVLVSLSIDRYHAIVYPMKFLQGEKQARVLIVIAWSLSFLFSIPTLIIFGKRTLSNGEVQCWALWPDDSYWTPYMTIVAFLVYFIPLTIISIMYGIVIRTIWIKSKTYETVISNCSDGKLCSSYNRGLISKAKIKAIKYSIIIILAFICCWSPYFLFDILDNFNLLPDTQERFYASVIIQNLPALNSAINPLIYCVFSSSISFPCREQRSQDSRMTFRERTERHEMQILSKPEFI
GLA spleen mod: alpha-galactosidase A (human) modulation; AID 2107; P06280; hit rate 0.008% among 240,000; human spleen homogenate, 4MU-alpha-Gal fluorescence, 40 min; Potency, µM (highest dose often 80 µM), for the others: at the top dose activity change, negative = inhibition, hits mostly inhibitors;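 note: potency is the fitted concentration of half-maximal effect; 0% = enzyme with vehicle and -100% = no enzyme basal signal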
Target sequence (P06280 32-429 limits assumed): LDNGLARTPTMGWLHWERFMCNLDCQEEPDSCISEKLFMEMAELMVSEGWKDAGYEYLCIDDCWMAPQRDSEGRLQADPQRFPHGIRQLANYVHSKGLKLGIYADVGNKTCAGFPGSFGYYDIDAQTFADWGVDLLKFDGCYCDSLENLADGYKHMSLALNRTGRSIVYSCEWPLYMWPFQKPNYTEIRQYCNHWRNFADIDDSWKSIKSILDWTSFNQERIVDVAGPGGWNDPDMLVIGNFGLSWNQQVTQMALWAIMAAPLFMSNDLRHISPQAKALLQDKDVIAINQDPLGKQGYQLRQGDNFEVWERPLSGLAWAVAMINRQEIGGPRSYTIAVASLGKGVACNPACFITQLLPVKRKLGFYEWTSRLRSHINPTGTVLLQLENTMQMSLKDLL
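Human spleen homogenate (1 ug) was the enzyme source, with 4-methylumbelliferyl-alpha-D-galactopyranoside (1 mM final) in pH 5.0 citrate buffer with 0.01% Tween-20. Compounds were titrated; after 40 min at 37C, NaOH/glycine stop, 4-MU fluorescence read; AC50 from Hill fits.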
Tau fluor cs: counter-screen for tau fibril formation inhibitors | tau K18 P301L (four-repeat tau fragment) Alexa594 fluorescence, heparin fibrillization | Potency, µM (highest dose often 57.7 µM), inactives show at the highest dose activity change, negative = decrease | hit rate 0.93% among 280,000; note: potency is the fitted concentration of half-maximal effect; % is set by controls: 0 for no effect and ±100 for the full control effect; nearly all actives have a fitted effect of over 55% in size
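Human K18 P301L tau (15 uM unlabeled plus 0.24 uM Alexa 594-labeled, final) in 100 mM sodium acetate pH 7 was mixed with compound and 20 uM heparin and incubated 6 hr at 37 C.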
CBFb RUNX1 block: inhibitors of human CBF-beta and RUNX1 interaction; Q01196+Q13951; AlphaScreen CBFb-His/RUNX1-biotin binding, biochemical; Potency, µM (doses to about 59.8 µM), inactives show top-dose activity, negative = inhibition, actives largely listed as inhibitors; 230,000 tested, under 10 active; AID 1477; note: % of control where 0% means no effect
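CBFb-His/RUNX1-biotin, 30 nM each, preincubated 20 min RT; compound 15 min RT; Ni + streptavidin beads 50 ng each, 90 min RT; AlphaScreen read.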
Epigenetic reg: epigenetic control regulation, reporter derepression. murine LDR cells, GFP reporter derepression, 30 h. Potency, µM (doses to about 53.9 µM), without a hit: top-dose GFP activation, hits mostly activators. hit rate 0.2% among 280,000. AID 1865; note: potency is the fitted concentration of half-maximal effect; % of control where 0% means no effect; nearly all actives have a fitted effect of over 60% in size
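Reporter derepression read as number of fluorescent GFP-positive objects, 20-120 um in size, counted by laser-scanning cytometer. Mouse LDR line with an epigenetically silenced CMV-GFP locus; compound incubation 30 h, 37 C.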
Tau fibril FP: tau fibrillization inhibition (FP); P10636; Potency, µM (top dose mostly 57.7 µM), for inactives: top-dose activity, negative = inhibition, actives largely listed as inhibitors; K18 P301L tau heparin fibrillization, Alexa594 FP, 6 h; hit rate 0.39% among 280,000; note: potency is the fitted concentration of half-maximal effect; % is set by controls: 0 for no effect and ±100 for the full control effect; nearly all actives have a fitted effect of over 55% in size
Target sequence (P10636 561-689 P618L limits assumed): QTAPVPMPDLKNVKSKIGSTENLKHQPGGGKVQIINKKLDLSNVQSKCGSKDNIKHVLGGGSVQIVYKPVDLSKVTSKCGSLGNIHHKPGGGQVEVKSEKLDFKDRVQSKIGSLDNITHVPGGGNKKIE
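Quantitative HTS format: compounds meet 15 uM recombinant K18 P301L tau and Alexa 594-tau tracer in 100 mM sodium acetate pH 7; 20 uM heparin triggers fibrillization at 37 C over 6 hr; FP gives the signal.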
TexasRed fluor: Texas Red fluorescence interference in TRb-SRC2 counter-screen; TRb/SRC2 Texas Red total fluorescence interference; Potency, µM (titrated, usually from 106 µM), for inactives: at the highest dose fluorescence change, negative = quenching; hit rate 0.29% among 280,000; AID 1479; active = well fitted curve in either direction with a large enough effect; inconclusive = small, poorly fitted or top-dose-only effect; note: potency is the fitted concentration of half-maximal effect; % is set by controls: 0 for no effect and ±100 for the full control effect
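Human TRβ ligand-binding domain (0.6 uM) and Texas Red SRC2 peptide (20 nM) in Tris buffer with 1 uM T3 and 5% DMSO were incubated with pinned compound for 5 hr at ambient temperature. Total fluorescence was computed as S + 2P (555/632 nm).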
Starred values were filed as active, the others as inactive; ? = inconclusive; · = no result given; [ ] = another dose, or the depositor's remark. Unless noted, calls come from the whole dose curve; as a rule, active = well fitted curve in the direction sought with a large enough effect; inconclusive = small, poorly fitted or top-dose-only effect, or another doubt; inactive = no such curve, though single readings can be large; an effect the other way counts as inactive or inconclusive.

SMILES | TRb SRC2 PPI | NPSR antag | GLA spleen mod | Tau fluor cs | CBFb RUNX1 block | Epigenetic reg | Tau fibril FP | TexasRed fluor
CCOc1ccc(S(=O)(=O)Nc2ccncc2)c(C)c1C | 5% | 11% | 3% | -8% | 2% | 1.1% | 4% | -4%
Cc1cc(C)cc(NC(=O)C2CCCN2C(=O)Oc2ccccc2)c1 (stereo not given) | -5% | ? | -2% | -5% | 8% | 0.0% | 5% | -7%
CCOc1ccc(-c2nc(C#N)c(N3CCCCCC3)o2)cc1 | 2% | ? | 0% | ? | -24% | -0.8% | 5% | 0%
COc1ccc(C(C(=O)NC2CCCCC2)N(C(=O)c2sc(C)nc2C)c2ccccc2)cc1 (stereo not given) | -5% | 15% | 4% | 0% | -14% | -0.6% | 6% | -6%
Cc1ccc(C)c(CN2C(=O)CSc3ccc(C(=O)NCc4ccc(F)cc4)cc32)c1 | 4% | · | · | -9% | · | 1.6% | -13% | 1%
CCCCC(=O)Nc1cccc(NC(=S)NC(C)=O)c1 | 1% | 14% | 6% | -7% | 2% | 0.0% | -7% | -3%
CN(C)/C=N/C(=S)Nc1ccc(Cl)c(Cl)c1 | -2% | -33% | 1% | -16% | -3% | -0.9%[10.1 µM] | -13% | -3%
Cc1cc(-c2csc(NC(=O)c3ccc(S(=O)(=O)N(C)C)cc3)n2)c(C)n1-c1ccccc1 | 5% | -4% | 4% | ? | -10% | 0.9% | 2% | -6%
CCOc1nc(NCCC2=CCCCC2)nc(N2CCOCC2)n1 | 2% | 10%[46.1 µM] | 1% | 1% | 1% | -2.2% | 9% | 1%
CCOc1cc(N2CCOCC2)c(OCC)cc1NC(=O)CN1C(=O)NC(CC(C)C)C1=O (stereo not given) | 4% | -8% | -4% | 4% | -2% | -0.3% | 12% | -2%
CCOCCCNC(=O)C1CCN(c2nc3ccc(Cl)cc3[nH]2)CC1 | -4% | · | · | -5% | · | 5.2% | 4% | -3%
CC(C)(C)c1nnc(NC(=O)Cc2ccccc2[N+](=O)[O-])s1 | -3% | 15% | -2% | -5% | 2% | 0.0% | -4% | 1%
NCCOc1cnn(-c2ccccc2Cl)c(=O)c1Cl | -2% | 5% | -8% | 4% | 7% | -3.5% | -4% | 0%
O=C1NCC(c2ccccc2)C1C(=O)N/N=C\c1ccc(-c2cccc(Cl)c2Cl)o1 (stereo not given) | 0% | ? | 1% | ? | -17% | 0.1% | 7% | -5%
CC(=O)c1c(N2CCOCC2)nc(=O)n(-c2ccccc2)c1C | -2% | -12%[46.1 µM] | -3% | -15% | 0% | 0.1% | 7% | 0%
Cc1ccc(CCNC(=O)CNC(=O)c2cccs2)cc1 | 10% | 6% | 1% | 6% | 1% | 1.1% | -1% | 0%
CC(=O)Nc1nc2ccccc2n1CCOc1ccccc1Cl | -4% | -15%[46.1 µM] | 3% | -2% | 9% | -7.9% | -5% | 3%
COC(=O)c1ccc(-n2c(C)nc(=O)c(-c3ccccc3)c2C)cc1 | 3% | 9%[46.1 µM] | -9% | -10% | 2% | -0.9% | -4% | 1%
CCN1CCN(C(=O)c2ccc3c(c2)N(Cc2ccccc2F)C(=O)c2ccccc2S3=O)CC1 (stereo not given) | 0% | · | · | -4% | · | -1.1% | -5% | -1%
CCOc1ccc(CCNC(=O)C2CCN(S(=O)(=O)N3CCOCC3)CC2)cc1OCC | 2% | -10%[46.1 µM] | 6% | -3% | -3% | 1.0% | -2% | -1%
O=C(Nc1ccc(Cl)cc1)Nc1ccc(N2CCCC2)c(S(=O)(=O)Nc2ccccc2Cl)c1 | 5% | ? | 6% | 2.8µM*[quencher] | -12% | 1.0% | ? | 1%
COc1ccc(S(=O)(=O)N(CCc2ccccc2)CC(=O)N/N=C/c2ccc3c(c2)OCO3)cc1 | -14% | -21% | 1% | ? | 3% | 0.0% | -6% | -5%
CCOC(=O)C1=C(C)Nc2nnnn2C1c1ccc(OC)c(Br)c1 (stereo not given) | 11% | -32% | -4% | -25% | -2% | 0.0% | -5% | 1%
Cc1ccc(/C=N/N2CCN(Cc3ccccc3)CC2)s1 | 7% | -10%[46.1 µM] | 18% | -10% | 1% | -1.6% | 1% | 0%
C[C@@H](NC(=O)c1nc[nH]c1C(=O)N[C@@H](CCCCNC(=O)OC(C)(C)C)C(=O)OC(C)(C)C)c1ccccc1 | 5% | ? | 0% | -16% | 8% | 3.0% | ? | 0%
O=C(COC(=O)c1cccc(Cl)c1)Nc1cc(Cl)ccc1Oc1ccccc1 | -11% | -12% | -2% | -24% | -2% | 1.0% | -1% | 2%
NS(=O)(=O)c1ccc(CNC(=O)c2scc3c2CCCC3)cc1 | -8% | 11% | 1% | 0% | 5% | 1.0% | -3% | 0%
COc1cc(OC)c(N(C)C(=O)c2c(C)oc3ncn(CC(C)C)c(=O)c23)cc1Cl | 2% | · | · | -5% | · | -1.3% | -2% | 3%
COc1cc(C(=O)NCCCNc2nc3cc(C)cc(C)c3cc2C#N)cc(OC)c1OC | 0% | -11%[46.1 µM] | 4% | -12% | 13% | 0.0% | 6% | -1%
CCCCNC(=O)C1CCN(c2nc(OC)nc(OC)n2)CC1 | -14% | 3%[46.1 µM] | 4% | -1% | 11% | -1.2% | -3% | 1%
C=CCC(CC=C)(CNC(=O)C(=O)Nc1ccc(C(=O)OCC)cc1)c1ccccc1 | -7% | · | · | -2% | · | 2.7% | -2% | 0%
COc1ccc(C(=O)NCCc2csc(-c3ccc(Cl)cc3)n2)c(OC)c1 | 2% | · | · | -19% | · | -1.7% | 1% | 4%
COc1ccc(NC(=O)N2c3ccccc3C(C)=CC2(C)C)cc1 | 0% | -19% | 4% | -10% | 7% | -0.2% | 6% | 0%
CCOc1ccc(CCNC(=O)c2cccc(-n3c(C)nc4cccnc43)c2C)cc1 | 0% | · | · | -7% | · | 1.6% | 3% | 2%
CCOc1cc(S(=O)(=O)NCc2ccccn2)c(C)cc1C | 0% | -5%[46.1 µM] | 7% | -8% | 6% | -1.0% | -3% | 0%
CCC1CCc2c(sc(NC(=O)CSc3nc(-c4ccco4)cc(C(F)(F)F)n3)c2C#N)C1 (stereo not given) | -17% | -19%[46.1 µM] | 3% | -23% | -11% | 1.5% | -11% | -1%
COCCCNC(=S)NC(=O)c1ccccc1 | 5% | 10% | 4% | 1% | 3% | -0.9% | 0% | -2%
Cc1cccc(N(CC(=O)Nc2ccc(Br)cc2)S(C)(=O)=O)c1C | 4% | · | · | -28% | · | -1.1% | -13% | -1%
Cc1csc2nc(CSc3nncn3-c3ccccc3)c(Br)n12 | 4% | -9%[46.1 µM] | 2% | -1% | 0% | 1.0% | 3% | 0%
Cc1ccc(S(=O)(=O)N2CCN(C(=O)CCC(=O)NCc3ccc(F)cc3)CC2)cc1 | -4% | 4% | 2% | -2% | 12% | 0.0% | -6% | 1%
CCOc1cc(CNC(=O)Cn2c(-c3cccs3)cc3cc(F)ccc32)ccc1OC | 4% | · | · | -16% | · | ? | -1% | -9%
CCOC(=O)NC(NC(=O)OCC)C(=O)c1ccc(F)cc1 | 8% | 1%[46.1 µM] | -1% | -1% | 5% | 2.8% | 3% | -1%
O=C(Nc1nnc(SCc2ccc(Cl)cc2)s1)c1cnccn1 | -4% | 3% | -7% | -9% | -26% | -2.5% | 7% | -1%
CC(C)OCCCn1c(=S)[nH]c2ncccc2c1=O | -1% | -13%[46.1 µM] | -17% | 2% | 3% | -1.2% | -13% | -4%
Cc1nc2sc3c(O)cc(=O)[nH]c3c2c(C)c1C | 4% | -3%[46.1 µM] | 8% | -10% | -4% | -1.7% | -2% | -1%
CCS(=O)(=O)N1Cc2ccccc2CC1C(=O)N1CCN(c2ccccc2)CC1 (stereo not given) | 3% | -7%[46.1 µM] | 0% | -15% | -29% | -1.1% | 1% | -4%
O=C(O)c1ccccc1C(=O)c1ccc(Oc2ccccc2)cc1 | 5% | -10% | 2% | 5% | -1% | -5.7% | -9% | -1%
Cc1ccc(NC(=O)COC(=O)c2cc(Cl)ccc2[N+](=O)[O-])cc1 | 1% | 2% | -3% | ? | -26% | -1.8% | 15% | -2%
CCCCCc1ccc(OCCCC[n+]2ccccc2)c(CCCCC)c1 | -6% | -50% | 0% | 6% | 0% | 9.2% | 4% | -4%
COC(=O)C1CCN(C(=O)NC2CCCCC2)CC1 | 5% | -8%[46.1 µM] | -4% | 7% | 0% | -1.1% | 9% | 1%

Three compounds from above, ordered by molecular weight, ascending:
SMILES | TRb SRC2 PPI | NPSR antag | GLA spleen mod | Tau fluor cs | CBFb RUNX1 block | Epigenetic reg | Tau fibril FP | TexasRed fluor
CC(C)OCCCn1c(=S)[nH]c2ncccc2c1=O | -1% | -13%[46.1 µM] | -17% | 2% | 3% | -1.2% | -13% | -4%
CCOC(=O)NC(NC(=O)OCC)C(=O)c1ccc(F)cc1 | 8% | 1%[46.1 µM] | -1% | -1% | 5% | 2.8% | 3% | -1%
CCS(=O)(=O)N1Cc2ccccc2CC1C(=O)N1CCN(c2ccccc2)CC1 (stereo not given) | 3% | -7%[46.1 µM] | 0% | -15% | -29% | -1.1% | 1% | -4%

Continuation.
SMILES | TRb SRC2 PPI | NPSR antag | GLA spleen mod | Tau fluor cs | CBFb RUNX1 block | Epigenetic reg | Tau fibril FP | TexasRed fluor
COc1ccc(Cc2nnc(NC(=O)C(C)(C)C)s2)cc1 | -4% | 1% | 2% | -13% | 3% | -1.8% | 4% | -1%
O=C(N/N=C/c1ccc([N+](=O)[O-])o1)c1ccccc1NS(=O)(=O)c1cccs1 | -5% | 51% | 2% | -12% | -6% | 5.5% | 5% | -1%
Cc1ccccc1C(=O)O/N=C1\CCS(=O)(=O)c2sccc21 | -2% | -16%[46.1 µM] | -3% | -5% | 16% | ? | -9% | -1%
C#CCSc1ncc(S(=O)(=O)c2ccccc2)c(=O)[nH]1 | -3% | 2% | -5% | 12% | 8% | -0.1% | 5% | 4%
Cc1ccc(/C=C(\NC(=O)c2ccccc2)C(=O)NCC2CCCO2)o1 (stereo not given) | -5% | 0% | -2% | 2% | 3% | 5.2% | -6% | 0%
CC(C)Sc1ncc(Cl)c(C(=O)Nc2c(C(=O)Nc3ccccc3)oc3ccccc23)n1 | -1% | · | · | -9% | · | 0.8% | 1% | -2%

Screening data: PubChem BioAssay, National Center for Advancing Translational Sciences (NCATS)

An excerpt; rates above refer to the full screens.
